TGFb inhibitor = blocks TGF-b signaling; HepG2 CAGA-GFP TGF-b/SMAD3 reporter, GFP fluorescence, 18 h; TGF-beta stimulated, 500 pg/mL final; AID 588855; 410,000 compounds, 1.2% hits; Potency, µM (titrated, usually from 46.1 µM), inactives show at the top dose activity, negative = inhibition, hits mostly inhibitors; also: potency is read from the fitted curve at half-maximal effect; % is scaled to controls: 0 for no effect and ±100 for the full control effect; nearly all actives have a fitted effect of over 65% in size
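TGF-beta reporter screen: HEPG2 CAGA-GFP, 1% FBS, 500 pg/mL TGF-beta final, 18 h; per-cell GFP summed per well; curves fitted and categorized by class.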
MCF10A rerep = induces DNA re-replication in MCF 10a normal breast cells; Potency, µM (series often up to 46.1 µM), for the others: at the top dose activity, positive = re-replication, usual class: activators; 350,000 compounds, 2.9% hits; MCF 10A DNA re-replication, Hoechst nuclear intensity, 48 h; also: potency is read from the fitted curve at half-maximal effect; % of control where 0% means no effect; nearly all actives have a fitted effect of over 50% in size
ATXN2 expr inh = reduces ATXN2 reporter expression in HEK-293 cells; 360,000 compounds, 0.72% hits; Potency, µM (series often up to 57 µM), inactives show at the highest dose activity change, negative = inhibition, usual class: inhibitors; HEK-293 ATXN2-luciferase reporter, luminescence, 24 h; AID 1745845; also: potency is read from the fitted curve at half-maximal effect; % is scaled to controls: 0 for no effect and ±100 for the full control effect; nearly all actives have a fitted effect of over 55% in size
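ATXN2-luciferase reporter cells (luciferase flanked by upstream and downstream ATXN2 gene portions) were treated 24 h at 37 °C with compounds at up to 57 uM. SteadyGlo luminescence gave expression; GF-AFC fluorescence gave viability.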
Nrf2 block = blocks Nrf2 signaling; A549 ARE-Fluc reporter, luciferase luminescence, 18-24 h; Potency, µM (highest dose often 46 µM), for the others: top-dose activity change, negative = inhibition, hits mostly inhibitors; 360,000 compounds, 2.1% hits; also: potency is read from the fitted curve at half-maximal effect; % is scaled to controls: 0 for no effect and ±100 for the full control effect; nearly all actives have a fitted effect of over 60% in size
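Cells were seeded and rested 2 h, then exposed to compounds for 18-24 h. CellTiter-Fluor was read first as a viability measure. BugLite was added 15 min before the final luminescent read of ARE-luciferase activity in A549 cells.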
ATXN viability = cell viability loss in ATXN counter-screen | S2 cells (HEK-293 line with an ATXN2-luciferase reporter) viability, CellTiter-Fluor protease fluorescence, 24 h | Potency, µM (doses to about 56.7 µM), most hits filed as cytotoxic | 400,000 compounds, 0.49% hits; also: potency is read from the fitted curve at half-maximal effect; nearly all actives have a fitted effect of over 40% in size
Nrf2 ARE act = activates Nrf2 signaling; AID 624171; AREc32 ARE-luciferase reporter (MCF7-derived line), luminescence, 24 h; 410,000 compounds, 0.31% hits; Potency, µM (top dose mostly 46.1 µM), for the others: at the top dose activation, most hits filed as activators; also: potency is read from the fitted curve at half-maximal effect; % of control where 0% means no effect; nearly all actives have a fitted effect of over 65% in size
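Each well held 1000 AREc32 cells, which were incubated with compound for 24 hr at 37 deg C after overnight attachment, and ARE reporter activity was quantified by firefly luciferase luminescence.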
IL1B secr inh = blocks inflammasome-driven IL-1 beta release. THP-1 LPS/ATP IL-1B secretion, AlphaLISA, 16 h; stronger effect = lower value. activity change, % at 57.5 µM. 360,000 compounds, 4.7% hits; in the data active = activity change below about -50%; inconclusive = mostly about -30% to -49%; also: % is scaled to controls: 0 for no effect and ±100 for the full control effect
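Secreted IL-1B measured by AlphaLISA bead assay after 16 h compound exposure of THP-1 cells; compounds (final up to 57.5 uM) added 1 h before LPS (250 ng/mL) and ATP (1.25 mM) stimulation; lower signal means less secretion.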
A549 tox = counter-screen for Nrf2 inhibitors: cytotoxicity in A549 cells. A549 ARE-Fluc cells, CellTiter-Fluor viability, 18-24 h. Potency, µM (highest dose often 46 µM), inactives show top-dose activity change, negative = cytotoxicity, actives largely listed as inhibitors. 390,000 compounds, 0.16% hits. AID 504648; also: potency is read from the fitted curve at half-maximal effect; % is scaled to controls: 0 for no effect and ±100 for the full control effect
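A549 ARE-Fluc cells in 5% FBS OPTI-MEM, 5000 cells/well, rested 2 h then exposed to compounds in concentration-response for 18-24 h at 37 °C. Viability by CellTiter-Fluor fluorescence (Ex 405/Em 525) after 30 min; luciferase luminescence (BugLite, 15 min, RT) read afterwards.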
HepG2 viability = kills HepG2 cells in TGF-b inhibitor counter-screen | HepG2 CAGA-GFP viability, ATP luminescence, 18 h | Potency, µM (doses to about 46.1 µM), inactives show top-dose activity change, negative = cytotoxicity, most hits filed as cytotoxic | 410,000 compounds, 0.76% hits; also: potency is read from the fitted curve at half-maximal effect; some results filed as inactive show a strong effect at the top dose
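HepG2 CAGA-GFP cells (1000/well, DMEM with 1% FBS) received compound, then TGF-beta at 500 pg/mL final, and were incubated 18 hours at 37 degrees C. Viability was read by CellTiter-Glo luminescence. Media-only wells were set as complete cell-killing and DMSO as no toxicity.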
* = called active by the depositor; i = inactive; ? = inconclusive; · = not tested or not shown; & = joins results of further samples; [ ] = dose if it differs, or a comment. Unless noted, calls follow the shape of the dose curve; as a rule, active = well fitted curve in the direction sought with a large enough effect; inconclusive = small, poorly fitted or top-dose-only effect, or another doubt; inactive = no such curve, though single readings can be large; an effect the other way counts as inactive or inconclusive.

SMILES | TGFb inhibitor | MCF10A rerep | ATXN2 expr inh | Nrf2 block | ATXN viability | Nrf2 ARE act | IL1B secr inh | A549 tox | HepG2 viability
CCOC(=O)N1CCN(c2c(NCC3CCN(Cc4cccc(C)c4)CC3)c(=O)c2=O)CC1 | 19% | -2% | 5% | 9% | i | 0.3% | 7 | 1% | 8%
CCCCCC1C(=O)CCC1CC(=O)OC (stereo not given) | 10% | 19% | 4% | 1% | i | -1.1% | 2 | 1% | -1%
CCCCN1CC(=O)N2[C@H](c3ccc(Cl)cc3)[C@@H]3C(=O)N(CC)C(=O)[C@@H]3[C@]2(C)C1=O | 26% | 9% | 2% | 1% | i | 0.2% | 9 | 1% | 32%
Cc1ccc(C)c(NS(=O)(=O)c2ccc(OCC(=O)NCC3CCCO3)cc2)c1 (stereo not given) | -6% | -3% | -9%[11.3 µM] | ? | i | -0.4% | 18 | 11% | 12%
CC1CCN(C(=O)C2CCCN(S(=O)(=O)c3ccc4c(c3)CC(C)N4C(=O)C3CC3)C2)CC1 (stereo not given) | -14% | 3% | -22% | -23% | i | 2.4% | 15 | -1% | -19%
O=C(NCCN1CCOCC1)c1ccc(NC(=O)c2ccc(Br)o2)cc1 | · | · | 9% | · | i | 0.6% | 20 | · | ·
O=C(CSc1ccccc1C(=O)N1CCN(c2ccc([N+](=O)[O-])cc2)CC1)N1CCCC1 | -20% | 11% | -7% | ? | i | 2.1% | -15 | ? | 2%
COc1ccccc1C(=O)Nc1ccnn1C1CCN(C(=O)c2ccoc2)CC1 | ? | 5% | 4% | 4% | i | 0.5% | 1 | 3% | -41%
Cc1ccccc1SCc1noc(C(=O)NC(C)C)c1C(=O)O | -17% | -4% | 86%[activator] | 7% | i | -0.1% | 30 | 0% | -24%
CCOc1ccccc1NC(=O)COc1coc(CN2CCc3ccccc32)cc1=O | -1% | 12% | -10% | ? | i | 3.0% | 19 | 2% | -11%
COc1ccc(-c2cc(C(=O)N3CCc4ccccc4C3)no2)cc1 | -1% | 11% | · | -2% | i | 0.0% | -8 | -3% | 1%
CC(Oc1ccc(Cl)cc1Cl)C(=O)Nc1ncccn1 (stereo not given) | -12% | 15% | 11% | 2% | i | -1.0% | 2 | 6% | -19%
Cc1ccc(-c2ccc(C(=O)NCCCNC(=O)c3cnccn3)o2)cc1Cl | 2% | 8% | 14% | -18% | i | 8.5% | 16 | -2% | 17%
C=C1C(=O)[C@]23C[C@H]1CC[C@H]2[C@]1(C)[C@@H](O)CC[C@@](C)(C(=O)O)[C@H]1C[C@@H]3O | 8.9µM* | · | ? | · | · | ? | -75* | · | -89%
Cc1occc1C(=O)N1CCCC(N2CCN(c3cccc(Cl)c3)CC2)C1 (stereo not given) | -18% | ? | -14% | -14% | i | 2.4% | -4 | 1% | -32%
Cc1c(C)n(Cc2ccc(Cl)cc2)c2ccc(C(=O)NCCc3ccc(S(N)(=O)=O)cc3)cc12 | ? | · | · | ? | · | 3.7% | · | 0% | -19%
COc1ccccc1N1CCN(C(=O)c2cc(-c3ccc(F)cc3)on2)CC1 | ? | 5% | 4%&3% | -1%&1% | i | 0.4%&-1.0% | 3 | 2%&0% | -3%&-17%
CCN(Cc1ccccc1)C(=O)Cn1c(=O)n(-c2ccccc2)c(=O)c2c1c1cc(C)ccc1n2C | -1% | · | 6% | ? | ? | -0.6% | · | -13% | 6%
Cc1cc(OCC(=O)Nc2ccncc2)ccc1Cl | 0% | 0% | -13% | ? | i | -0.5% | -6 | -7% | -42%
CCc1noc(N)c1C(=O)Nc1ccc(F)c(Cl)c1 | 26% | 14% | -2% | ? | i | 12% | -28 | -17% | -24%
Cc1noc(C)c1S(=O)(=O)N(C)C[C@H]1OCCCC[C@H](C)Oc2ccc(NC(=O)CCCN(C)C)cc2C(=O)N([C@H](C)CO)C[C@@H]1C | -1% | · | -2% | · | i | -1.3% | -11 | · | -76%
COc1ccc(-n2nnnc2Sc2ccc(S(=O)(=O)N3CCOCC3)cn2)cc1 | -13% | 3% | -11% | ? | i | 0.5% | -3 | 3% | -46%
COc1cc(NC(=O)Cn2ccn(-c3cc(C)cc(C)c3)c(=O)c2=O)cc(OC)c1 | -2% | · | 3% | -6% | i | -0.3% | · | 3% | -13%
Cc1ccc2nc(-c3ccncc3)cc(C(=O)N3CCOCC3)c2c1 | 3% | 1% | 11% | 13% | i | 3.1% | 28 | -1% | 1%
CCC1=C(c2ccc(C)cc2)S(=O)(=O)N=C1N1CCC(C(=O)NCc2ccccc2Cl)CC1 | ? | · | · | -26% | · | 1.0% | · | -11% | -27%
O=C(COc1ccc(C(=O)NCc2cccnc2)cc1)Nc1cccc(C(F)(F)F)c1 | ? | ? | -24% | ? | ? | -0.4% | -4 | -13% | -2%
COc1ccc(C2C(C#N)=C(C)NC(C)=C2C#N)c(OC)c1 | 0% | -3% | -16% | -4% | i | 2.4% | 2 | -1% | -2%
COc1ccc(N2CCN(S(=O)(=O)c3c(C)nc4sccn4c3=O)CC2)cc1 | 5% | -8% | 1% | -13% | i | 0.0% | -1 | -5% | 0%
O=C(COc1ccc(/C=N/NS(=O)(=O)c2ccccc2)cc1)Nc1ccccc1 | 1% | -8% | 1% | 2% | i | 0.1% | -13 | 3% | -6%
COc1ccc(CCNC(=O)CN(c2cccc([N+](=O)[O-])c2)S(C)(=O)=O)cc1OC | -10% | 0% | · | 7% | i | 2.3% | 30 | 14% | -1%

Reformatted in CSV form: 2 of the compounds above.
SMILES,TGFb inhibitor,MCF10A rerep,ATXN2 expr inh,Nrf2 block,ATXN viability,Nrf2 ARE act,IL1B secr inh,A549 tox,HepG2 viability
COc1cc(NC(=O)Cn2ccn(-c3cc(C)cc(C)c3)c(=O)c2=O)cc(OC)c1,-2%,·,3%,-6%,i,-0.3%,·,3%,-13%
Cc1ccc2nc(-c3ccncc3)cc(C(=O)N3CCOCC3)c2c1,3%,1%,11%,13%,i,3.1%,28,-1%,1%

New compounds follow
SMILES | TGFb inhibitor | MCF10A rerep | ATXN2 expr inh | Nrf2 block | ATXN viability | Nrf2 ARE act | IL1B secr inh | A549 tox | HepG2 viability
CC(=O)c1ccc(NC(=O)Cn2ncc3c4ccccc4n(Cc4ccccc4)c3c2=O)cc1 | -4% | · | 5% | -16% | i | -0.5% | · | -5% | 2%
CCOC(=O)c1[nH]c2ccccc2c1NC(=O)CC | -2% | 4% | 4% | -15% | i | 4.1% | 44 | -9% | -17%
CCC(=O)N1c2ccccc2CC1C(=O)NCCCN1CCN(c2ccc(F)cc2)CC1 (stereo not given) | -11% | · | -16% | · | ? | 0.3% | · | 0% | 0%
N/C(=N\OC(=O)c1cc([N+](=O)[O-])ccc1Cl)c1ccccn1 | 4% | ? | -8% | 12% | ? | ? | -96* | -2% | -31%
O=C(Nc1ccc(F)cc1)c1ccc(C(=O)N2CCOCC2)cc1 | -31% | -5% | 14% | 21% | i | 0.8% | 5 | 1% | -12%
COc1cc(C(=O)Nc2nc3ccc(S(C)(=O)=O)cc3s2)cc(OC)c1C | ? | 3% | -11% | ? | i | -0.2% | -6 | 1% | -29%
Cc1ccc(C2=Nn3c(COc4ccc(Cl)cc4)nnc3SC2CC(=O)O)cc1 (stereo not given) | 22% | 0% | 12% | 3% | i | -0.7% | 11 | 1% | 2%
COc1ccc(-n2nnnc2CNC(=O)C2CC(=O)N(c3ccc(F)cc3)C2)cc1 (stereo not given) | -1% | · | · | · | i | -1.1% | 3 | · | -19%
Cc1ccccc1C(=O)Oc1ccccc1C(=O)N1CCOCC1 | 0% | 0% | -11% | ? | i | -0.1% | -9 | -9% | -16%
CCOC(=O)N1CCN(Cc2nc(Cc3cccc(F)c3)no2)CC1 | ? | -2% | 21% | 19% | i | -0.7% | 61 | -1% | -39%
CCc1ccc2c(CN3CCOCC3)cc(=O)oc2c1 | 6% | 0% | 14% | ? | i | 4.9% | 15 | 1% | -1%
O=c1c2ccccc2ncn1CCCOc1ccccc1[N+](=O)[O-] | -4% | 29% | 30% | ? | i | 0.2% | -22 | -2% | 0%
CCOc1ccccc1Nc1nc2c(S(=O)(=O)c3ccc(C)cc3)nnn2c2ccsc12 | 0% | · | · | 21% | · | -0.6% | · | -1% | 2%
Cc1ccc(-c2noc(-c3ccccc3C(=O)N3CCN(C)CC3)n2)cc1 | -2% | -2% | 26% | · | i | 0.2% | -3 | 0% | -23%
Cc1ccc(CCNC(=O)c2ccc(Cn3c(=O)c4cccn4c4cccnc43)cc2)cc1 | -30% | · | · | ? | · | -0.3% | · | -12% | -29%
CC1(NC(=S)Nc2ccc3ccccc3c2)CCS(=O)(=O)C1 (stereo not given) | -25% | -2% | 2% | 11% | i | 4.0% | 15 | 3% | -33%
C=CCOc1ccc(/C=N\NC(N)=S)cc1 | -17% | ? | · | 20% | · | 10% | -5 | 14% | -55%
CCOC(=O)N1CCN(C(=S)NC(C)(C)C)CC1 | 2% | 6% | 2% | 4% | i | -0.8% | 8 | -3% | 3%
CCNc1nc(OCCNS(=O)(=O)c2cc(C)ccc2C)nc(N(C)C)n1 | -4% | 11% | 7% | 0% | i | 0.4% | 25 | -3% | -42%
CCOC(=O)c1c(C)[nH]c(C)c1S(=O)(=O)N(C)CC(=O)N1CCN(c2ccccc2OC)CC1 | ? | · | 10% | 69% | i | 0.2% | · | 10% | -41%
Cc1cc(NC(=O)CSc2nc3ccccc3c(=O)n2Cc2ccccc2)no1 | -4% | 8% | -7% | -16% | i | 0.1% | 2 | -7% | -3%
COc1ccc(NC(=O)Cc2nnc(SCC(=O)NC3CCCCC3)n2C)cc1 | ? | -4% | -12% | 2% | i | 0.9% | 9 | 3% | -32%
CN(C(=O)COc1ncnc2ccc(Br)cc12)C1CCCCC1 | -4% | · | · | · | ? | -0.4% | -1 | · | -2%
O=C(CN1C(=O)COc2ccccc21)Nc1ccccc1F | 13% | 14% | · | -12% | i | -0.8% | 5 | 1% | -4%

Source: PubChem BioAssay (National Center for Advancing Translational Sciences (NCATS))
